Tb MetRS inh = T. brucei MetRS inhibitors, primary screen, biochemical, luminescence; methionyl-tRNA synthetase (Trypanosoma brucei brucei); purified T. brucei MetRS, ATP depletion, Kinase-Glo luminescence; inhibition, % at 11.9 µM; 360,000 tested, 0.4% active; AID 624268, 2012;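 active = inhibition above a per-plate cutoff of the control wells' mean inhibition plus 3 SD, cut at about 5.5% in these data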;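 also: 0% = DMSO wells median and 100% = median of wells with control inhibitor compound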
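Measured by: Kinase-Glo luciferase luminescence reporting remaining unconsumed ATP. Material: purified T. brucei MetRS enzyme. Doses: 11.9 µM compound single dose, 0.9% DMSO. Medium: HEPES buffer containing pyrophosphatase, BSA, spermine, DTT. Times: 15 min preincubation, 2 h reaction, all 25 °C. Reagent: methionine, ATP and bulk E. coli tRNA.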
bovine MsrA act = bovine MsrA enzyme activators, primary screen, biochemical, absorbance, HTS; purified bovine MsrA, absorbance read-out; activation, % at 10.6 µM; 360,000 tested, 0.3% active; AID 602163, 2012; in the data active = activation above about 7.5%;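 also: 0% = vehicle and 100% = reference activator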
MLLE-PAM2 inh = inhibitors of PABP1 MLLE–PAM2 peptide binding, primary screen, biochemical, fluorescence polarization, FITC-PAM2, GST-MLLE | 360,000 tested, 0.36% active | inhibition, % at 20 µM | Polyadenylate-binding protein 1 (Homo sapiens), P11940; in the data active = inhibition above about 35%, passing the limit was not always enough;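 also: plate controls were DMSO wells with GST-MLLE for no effect and wells lacking GST-MLLE protein for full effect; some results filed as inactive read as strong as hits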
eLon inh = inhibitors of E. coli Lon protease, primary screen, biochemical, fluorescence polarization; purified E. coli Lon protease; inhibition, % at 7.94 µM; 360,000 tested, 0.42% active; AID 602123, 2011; in the data active = inhibition above about 13%, passing the limit was not always enough;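 also: 0% = enzyme with probe and DMSO and 100% = no enzyme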
Target sequence (P0A9M0 whole entry, looked up): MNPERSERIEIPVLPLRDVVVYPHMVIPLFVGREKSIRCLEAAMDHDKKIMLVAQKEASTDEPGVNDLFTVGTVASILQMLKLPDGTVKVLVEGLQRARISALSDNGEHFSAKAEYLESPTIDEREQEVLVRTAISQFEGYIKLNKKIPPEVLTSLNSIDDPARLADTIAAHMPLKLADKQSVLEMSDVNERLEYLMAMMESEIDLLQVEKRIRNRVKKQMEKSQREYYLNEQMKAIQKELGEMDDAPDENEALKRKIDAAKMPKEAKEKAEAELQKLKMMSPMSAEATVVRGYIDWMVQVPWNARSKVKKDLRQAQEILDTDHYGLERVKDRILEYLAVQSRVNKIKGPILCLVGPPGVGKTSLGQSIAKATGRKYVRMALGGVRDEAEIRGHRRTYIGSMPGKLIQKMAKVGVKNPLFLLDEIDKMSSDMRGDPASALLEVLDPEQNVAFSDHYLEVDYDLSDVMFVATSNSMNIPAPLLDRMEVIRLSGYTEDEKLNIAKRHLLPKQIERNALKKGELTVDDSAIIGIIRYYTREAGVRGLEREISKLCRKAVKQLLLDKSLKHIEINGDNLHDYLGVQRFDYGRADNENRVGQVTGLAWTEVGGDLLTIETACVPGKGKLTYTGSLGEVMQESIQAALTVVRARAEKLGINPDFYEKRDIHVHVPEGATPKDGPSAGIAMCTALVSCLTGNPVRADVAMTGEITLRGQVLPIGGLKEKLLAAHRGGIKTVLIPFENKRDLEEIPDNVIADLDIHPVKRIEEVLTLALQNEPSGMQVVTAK
MT1-MMP act inh = blockers of MT1-MMP proenzyme processing, primary screen, HT1080 RFP-PRO-GFP cells, GFP/RFP fluorescence; Matrix metalloproteinase-14 (Homo sapiens), P50281; 360,000 tested, 0.061% active; GFP/RFP ratio change, % at 20 µM; GFP/RFP ratio fluorescence, overnight; percent of plate control window, DMSO zero;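 active = GFP/RFP ratio change of at least 30% with cell ATP level not reduced by more than half and red fluorescence within 50% of control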; also: strong numbers were not always called active
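Assay system – RFP-PRO-GFP reporter HT1080 cells · Compound dosing – single dose of 20 µM compound, 1% DMSO final · Incubation – overnight compound exposure at 37 °C · Measure – GFP/RFP fluorescence ratio · Benchmarks – DMSO wells and RFP-L50D-GFP cells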
FAS-TE inh = FAS thioesterase domain inhibitors, primary screen, biochemical, fluorescence intensity, uHTS; Fatty acid synthase (Homo sapiens), P49327; recombinant FAS-TE, OMFH fluorogenic substrate, fluorescence endpoint; inhibition, % at 15 µM; 360,000 tested, 0.67% active; AID 602261, 2012;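 active = compounds whose normalised, plate-corrected inhibition of enzyme fluorescence in the single-dose primary screen is 50% or more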;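 also: 0% = DMSO with enzyme and 100% = substrate without enzyme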
CendR NRP1 mod = modulators of CendR peptide binding to NRP-1, primary screen, biochemical, fluorescence polarization, uHTS; Neuropilin-1 (Homo sapiens), O14786; FAM-RPARPAR peptide binding to NRP-1; inhibition, % at 25 µM; 360,000 tested, 0.85% active;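 active = inhibition or corrected inhibition above about 18%, plus a signal ratio from 0.5 to 1.5, limit read from the data, passing the limit was not always enough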; also: strong numbers were not always called active
SKN-1 block = suppressors of acrylamide-induced Pgst-4::GFP reporter in worms, primary screen, SKN-1 inhibitor project, whole organism, uHTS, GFP/RFP fluorescence ratio, strain VP596. C. elegans VP596 Pgst-4::GFP/RFP ratio, 24 h. AID 624304, 2012. inhibition, % at 21.8 µM. 360,000 tested, 0.49% active;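 active = interference check ratio from 0.5 to 1.5 plus GFP to RFP signal ratio inhibition reaching or exceeding a fixed threshold, cut at about 30% in these data, passing the limit was not always enough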; also: some compounds called inactive have numbers as strong as hits
MsrA inh = bovine MsrA enzyme inhibitors, primary screen, biochemical, absorbance, HTS | purified bovine MsrA, absorbance read-out | inhibition, % at 15.5 µM | Methionine sulfoxide reductase A (Bos taurus) | 360,000 tested, 0.75% active; in the data active = inhibition above about 4.5%;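 also: 0% = vehicle wells with enzyme and 100% = reference inhibitor wells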
Numbers without * were called inactive. Random draw from the library (roughly 4% active in at least one column).

O=c1cc(O)n(-c2ccc(F)cc2)c(=S)[nH]1 was read as Tb MetRS inh -0.4, bovine MsrA act 2, MLLE-PAM2 inh 0, eLon inh -4, MT1-MMP act inh -4, FAS-TE inh -4, CendR NRP1 mod -8, SKN-1 block 15 and MsrA inh -0.5.
For CC1(C)CC(=O)c2cnc3nc4ccccc4n3c2C1 the results were Tb MetRS inh -0.1, bovine MsrA act -1, MLLE-PAM2 inh -9, eLon inh -4, MT1-MMP act inh 6, FAS-TE inh -3, CendR NRP1 mod 5, SKN-1 block -7 and MsrA inh 1.3.
`COc1cc2ccccc2cc1C(=O)N1CCCC1` gave Tb MetRS inh -0.3, bovine MsrA act -6, MLLE-PAM2 inh -12, eLon inh -13, MT1-MMP act inh -1, FAS-TE inh -2, CendR NRP1 mod 5, SKN-1 block 9 and MsrA inh 0.3.
`CC1(C(=O)NS(=O)(=O)c2cccc(OC(F)F)c2)CCN1C(=O)c1ccccc1CCc1ccccc1` (stereo unspecified) gave Tb MetRS inh 0.1, bovine MsrA act -1, MLLE-PAM2 inh -7, eLon inh 11, MT1-MMP act inh 2, FAS-TE inh -3, CendR NRP1 mod 2, SKN-1 block 9 and MsrA inh 1.9.
`Cc1cc(/C=c2/sc3nc4ccccc4n3c2=O)c(C)n1-c1ccccn1` gave Tb MetRS inh -0.2, bovine MsrA act -3, MLLE-PAM2 inh -39, eLon inh -10, MT1-MMP act inh -5, FAS-TE inh 24, CendR NRP1 mod -35, SKN-1 block 7 and MsrA inh -0.1.
`COC(=O)[C@]12CCCCC=C1N(Cc1ccc(Cl)cc1Cl)C(=O)[C@H](CC(=O)N1CCN(C(=O)c3ccco3)CC1)C2` gave Tb MetRS inh -1.3, bovine MsrA act -8, eLon inh 6, MT1-MMP act inh -1, FAS-TE inh 15, CendR NRP1 mod -2, SKN-1 block 3 and MsrA inh 0.6.
Clc1ccc2oc(-c3ccccc3)nc2c1 was read as Tb MetRS inh -0.2, bovine MsrA act -5, MLLE-PAM2 inh -9, eLon inh -2, MT1-MMP act inh -1, FAS-TE inh 12, CendR NRP1 mod 2, SKN-1 block 28 and MsrA inh -0.8.
`COc1cccc(-c2ccc3c(c2)C2CC3CCN2C(C)=O)c1` (stereo unspecified) gave Tb MetRS inh -0.7, bovine MsrA act -3, MLLE-PAM2 inh 3, eLon inh -6, MT1-MMP act inh -5, FAS-TE inh -9, CendR NRP1 mod -5, SKN-1 block -8 and MsrA inh 0.8.
For CC1CCCC(NC(=O)CC2Nc3ccccc3NC2=O)C1C (stereo unspecified) the results were Tb MetRS inh 1.1, bovine MsrA act -1, MLLE-PAM2 inh 2, eLon inh 4, MT1-MMP act inh 2, FAS-TE inh -2, CendR NRP1 mod -47, SKN-1 block 4 and MsrA inh -0.3.
Screening O=C(NCC1COc2ccccc2O1)c1cccc(S(=O)(=O)NCc2ccccc2)c1 (stereo unspecified) returned Tb MetRS inh 0.0, bovine MsrA act -3, MLLE-PAM2 inh 2, eLon inh -6, MT1-MMP act inh 6, FAS-TE inh 7, CendR NRP1 mod 6, SKN-1 block 20 and MsrA inh -0.5.
Screening CC(C)c1ccc(N(CC(=O)NCc2cccnc2)S(=O)(=O)c2ccccc2)cc1 returned Tb MetRS inh 0.1, bovine MsrA act -2, MLLE-PAM2 inh -11, eLon inh 0, MT1-MMP act inh -2, FAS-TE inh 1, CendR NRP1 mod 1, SKN-1 block 0 and MsrA inh -0.3.
Screening CC(=O)N/C(=C\c1ccccc1)C(=O)NCc1ccc2c(c1)OCO2 returned Tb MetRS inh -0.3, bovine MsrA act -2, MLLE-PAM2 inh -1, eLon inh 3, MT1-MMP act inh -2, FAS-TE inh -6, CendR NRP1 mod -6, SKN-1 block -8 and MsrA inh 0.2.
Screening CC1CCCCC12NC(=O)N(CC(=O)NCc1ccc3c(c1)OCO3)C2=O (stereo unspecified) returned Tb MetRS inh -0.2, bovine MsrA act -1, MLLE-PAM2 inh -11, eLon inh 3, MT1-MMP act inh 1, FAS-TE inh -7, CendR NRP1 mod 0, SKN-1 block 7 and MsrA inh 0.5.
For Cc1cc(C)c(NC(=O)CNC(=O)Cc2sc(C)nc2-c2ccc(F)cc2)c(C)c1 the results were Tb MetRS inh -0.4, bovine MsrA act -1, MLLE-PAM2 inh 23, eLon inh -14, MT1-MMP act inh -5, FAS-TE inh -3, CendR NRP1 mod 8, SKN-1 block 10 and MsrA inh -0.3.
Screening CN(C)c1ccc(-c2ccnc3c2CC(C)(C(=O)Nc2ccc(F)c(Cl)c2)O3)cc1 (stereo unspecified) returned Tb MetRS inh 0.6, bovine MsrA act -1, MLLE-PAM2 inh -5, eLon inh -2, MT1-MMP act inh -2, FAS-TE inh 21, CendR NRP1 mod -3, SKN-1 block 9 and MsrA inh 1.6.
`O=C(Nc1ccc(F)cc1)N1CCN(c2nc3ccccc3s2)CC1` gave Tb MetRS inh -0.1, bovine MsrA act 8.0*, MLLE-PAM2 inh -2, eLon inh -3, MT1-MMP act inh 7, FAS-TE inh 1, CendR NRP1 mod 4, SKN-1 block 16 and MsrA inh -0.3.
For COc1nc(-c2cccs2)cc(-c2ccc(C)cc2)c1C#N the results were Tb MetRS inh 0.9, bovine MsrA act -1, MLLE-PAM2 inh -11, eLon inh 5, MT1-MMP act inh -13, FAS-TE inh 14, CendR NRP1 mod 1, SKN-1 block 17 and MsrA inh 1.1.
COC(=O)c1cc(S(=O)(=O)NCCc2ccc(Cl)cc2)c[nH]1 was read as Tb MetRS inh 0.4, bovine MsrA act 7, MLLE-PAM2 inh 1, eLon inh -13, MT1-MMP act inh -4, FAS-TE inh -1, CendR NRP1 mod -6, SKN-1 block -8 and MsrA inh 0.9.
Cc1ccc(NC(=O)CN(C)C(=O)c2cccc(S(=O)(=O)NCc3cccs3)c2)cc1 was read as Tb MetRS inh -0.1, bovine MsrA act -3, MLLE-PAM2 inh 14, eLon inh 4, MT1-MMP act inh 0, FAS-TE inh -1, CendR NRP1 mod 2, SKN-1 block 12 and MsrA inh -0.7.
For NC(=O)c1ccc(NC(=O)Cc2ccc(S(=O)(=O)N3CCCCC3)cc2)cc1 the results were Tb MetRS inh -0.3, bovine MsrA act -3, MLLE-PAM2 inh -9, eLon inh -14, MT1-MMP act inh 1, FAS-TE inh 4, CendR NRP1 mod -5, SKN-1 block 5 and MsrA inh -0.7.
For CCOC(=O)Cc1ccc(Nc2nc3cc(-c4sccc4C)sc3c(=O)n2C)cc1 the results were Tb MetRS inh 0.0, bovine MsrA act -1, MLLE-PAM2 inh -2, eLon inh -11, MT1-MMP act inh 1, FAS-TE inh 23, CendR NRP1 mod -4, SKN-1 block 4 and MsrA inh 2.4.
`O=C(NC1CCS(=O)(=O)C1)N1CCCCC1` (stereo unspecified) gave Tb MetRS inh -0.6, bovine MsrA act -5, MLLE-PAM2 inh 6, eLon inh -5, MT1-MMP act inh 1, FAS-TE inh -10, CendR NRP1 mod 14, SKN-1 block -10 and MsrA inh 1.0.
`O=C(Cn1cc([N+](=O)[O-])cn1)N1CCc2ccccc21` gave Tb MetRS inh -1.1, bovine MsrA act -5, MLLE-PAM2 inh 10, eLon inh -7, MT1-MMP act inh -5, FAS-TE inh 8, CendR NRP1 mod 3, SKN-1 block 6 and MsrA inh 0.8.
`CC(NC(=O)CN1C(=O)NC2(CCc3ccccc32)C1=O)c1ccc2c(c1)OCCO2` (stereo unspecified) gave Tb MetRS inh -0.2, bovine MsrA act -5, MLLE-PAM2 inh -11, eLon inh 3, MT1-MMP act inh 3, FAS-TE inh -5, CendR NRP1 mod 5, SKN-1 block 4 and MsrA inh 0.6.
For Cc1ccc(NC(=S)N(CCN(C)C)Cc2cccs2)c(C)c1 the results were Tb MetRS inh 0.5, bovine MsrA act 0, MLLE-PAM2 inh 13, eLon inh 1, MT1-MMP act inh 2, FAS-TE inh -3, CendR NRP1 mod 12, SKN-1 block -3 and MsrA inh -0.8.
Cc1ccc(S(=O)(=O)N2CCCC(C(=O)NCc3ccccn3)C2)cc1 (stereo unspecified) was read as Tb MetRS inh 0.3, bovine MsrA act -3, MLLE-PAM2 inh -5, eLon inh -2, MT1-MMP act inh -1, FAS-TE inh -4, CendR NRP1 mod 3, SKN-1 block 12 and MsrA inh 0.2.
For O=C(NCc1ccc(Cl)cc1)C(=O)NCC1OCCCN1S(=O)(=O)c1cccs1 (stereo unspecified) the results were Tb MetRS inh -0.4, bovine MsrA act -1, MLLE-PAM2 inh 0, eLon inh -13, MT1-MMP act inh 1, FAS-TE inh 4, CendR NRP1 mod 0, SKN-1 block 4 and MsrA inh 0.3.
For CN(Cc1ccon1)Cc1cn(Cc2ccccc2)nc1-c1ccc2c(c1)OCO2 the results were Tb MetRS inh -0.7, bovine MsrA act -7, MLLE-PAM2 inh -11, eLon inh -5, MT1-MMP act inh 1, FAS-TE inh 7, CendR NRP1 mod -2, SKN-1 block -3 and MsrA inh 1.2.
O=C(OCC(=O)N1CCN(S(=O)(=O)c2ccc(Cl)cc2)CC1)c1ccc([N+](=O)[O-])o1 was read as Tb MetRS inh -0.6, bovine MsrA act 0, MLLE-PAM2 inh -26, eLon inh -2, MT1-MMP act inh 0, FAS-TE inh 2, CendR NRP1 mod -12, SKN-1 block -5 and MsrA inh -0.8.
Screening COC(=O)c1ccc(Cl)c(NS(=O)(=O)c2ccc3c(c2)OCCO3)c1 returned Tb MetRS inh 0.0, bovine MsrA act -2, MLLE-PAM2 inh 0, eLon inh -5, MT1-MMP act inh -3, FAS-TE inh -4, CendR NRP1 mod 2, SKN-1 block 16 and MsrA inh 0.0.
O=C(NCC(c1cccs1)N1CCOCC1)C1CCN(S(=O)(=O)c2c(Cl)cccc2Cl)CC1 (stereo unspecified) was read as Tb MetRS inh -0.7, bovine MsrA act -2, MLLE-PAM2 inh 4, eLon inh -2, MT1-MMP act inh 1, FAS-TE inh -2, CendR NRP1 mod 6, SKN-1 block 15 and MsrA inh 0.9.
`O=C(N/N=C/c1ccncc1)c1cc2ccccc2o1` gave Tb MetRS inh -0.5, bovine MsrA act -3, MLLE-PAM2 inh -4, eLon inh 2, MT1-MMP act inh 9, FAS-TE inh -3, CendR NRP1 mod 5, SKN-1 block -6 and MsrA inh 5.8*.
`CCOC(=O)NC(Nc1sc2c(c1C(N)=O)CCCC2)(C(=O)OCC)C(F)(F)F` (stereo unspecified) gave Tb MetRS inh -0.5, bovine MsrA act -5, MLLE-PAM2 inh -8, eLon inh 0, MT1-MMP act inh 5, FAS-TE inh -1, CendR NRP1 mod -14, SKN-1 block 16 and MsrA inh 0.1.

Screening results: PubChem, several laboratories
